Screens (PubChem)
NCI-60 one-dose screen, 48 h, at 10 µM unless noted. Numbers give growth in % (100 = growth as untreated, 0 = no growth, -100 = all killed).
HOP-62 – HOP-62 NSCLC | actives 3.9% (n = 80,000) | AID 1794735
UACC-257 – UACC-257 melanoma | actives 4.4% (n = 78,000) | AID 1794764
UACC-62 – UACC-62 melanoma; actives 5.4% (n = 81,000); AID 1794756
M14 – M14 melanoma; actives 6.2% (n = 80,000); AID 1794745
EKVX – EKVX NSCLC. actives 3% (n = 71,000)
HOP-92 – HOP-92 NSCLC cells; actives 6.3% (n = 71,000); AID 1794738
A549/ATCC – A549/ATCC NSCLC; AID 1794740; actives 3.7% (n = 81,000)
MALME-3M – MALME-3M melanoma. actives 5.8% (n = 78,000)
* hit, by the source's call; . = not tested or not shown; & = joins results of further samples. Rule for the calls: active = growth percent below 10; inactive = the rest.

SMILES	HOP-62	UACC-257	UACC-62	M14	EKVX	HOP-92	A549/ATCC	MALME-3M
COc1cc2nc(NC3CCCC3)nc(NC3CCN(C(C)C)CC3)c2cc1OC	89	80	95	-80*	82	48	76	76
O=C(NCc1cccnc1)c1sc2cc([N+](=O)[O-])ccc2c1Cl	97	92	89	108	90	99	92	105
CCCCc1cc2ccccc2c(OCCN(C)C)n1	96	96	97	95	102	78	90	97
Cc1ccc(N(C(=O)C2CCCCN2)C(C(=O)NC(C)(C)C)c2ccc(Cl)cc2)cc1 (stereo not drawn)	89	89	89	97	109	94	93	106
C=CCOc1ccccc1C	109	99	92	106	89	99	96	81
O=[N+]([O-])c1ccc(/C=C/C=C/c2ccc(Cl)cc2Cl)cc1	83	92	93	101	.	74	85	81
C[C@@H](C[C@H](CCOC(=O)N1CCOCC1)c1ccccc1)c1csc2ccccc12	92	86	52	93	84	88	90	77
O=C(NCOC(O)C(Cl)(Cl)Cl)NCOC(O)C(Cl)(Cl)Cl (stereo not drawn)	92	95	99	100	107	119	98	99
NC(=O)c1cc(O)cc(O)c1	100	92	95	107	117	101	89	117
O=C1Nc2ccc(Cl)cc2/C1=C/c1ccc(OCc2ccccn2)cc1	46	118	67	90	66	72	64	38
CC(=O)Cc1nsc(NC(=O)c2cc(-c3cc(Cl)cc(Cl)c3)oc2C)n1	96	89	89	105	97	105	94	111
COc1cccc(CCC(=O)c2cc3c(N)c(C(=O)Nc4ccccc4)sc3nc2C)c1	45	63	28	23	45	74	40	27
Cc1ccc(Sc2sc(-c3ccccc3)nc2[P+](c2ccccc2)(c2ccccc2)c2ccccc2)cc1	-0.3*	3.0*	-34*	-7.5*	5.6*	-40*	6.1*	-22*
Cc1ccc(-c2nn(-c3ccccc3)cc2/C=C/C(=O)NNC(=O)Nc2ccc(Cl)cc2)cc1	102	101	62	98	99	107	101	108
O=[N+]([O-])c1cccc(C2c3sc4ccc(Cl)cc4c3Nc3nnnn32)c1 (stereo not drawn)	91	111	96	105	90	100	107	100
CN1CCN(S(=O)(=O)O[C@@H]2C(=O)N(c3cc4c5ccccc5ccc4c4ccccc34)[C@H]2c2ccc(F)cn2)CC1	87	88	87	91	85	65	83	115
N#Cc1c(-c2ccc(O)cc2)nc(Nc2nc3ccccc3s2)[nH]c1=O	91	102	95	101	.	.	103	95
CS(=O)(=O)c1ccc(-n2cc(/C=C/C(=O)c3ccc(NC(=O)CO[N+](=O)[O-])cc3)c(-c3ccccc3)n2)cc1	116	112	119	98	109	172	110	119
COc1ccc(-c2cc(=O)c3c(O)cc(O)cc3o2)cc1	114&113	126&127	97&104	122&118	103&103	75&95	95&97	110&113
O=C(c1ccccc1)c1nn(-c2ccccc2)/c(=N/N=Cc2cn(-c3ccccc3)nc2-c2cc3ccccc3oc2=O)s1	100	105	88	97	92	71	83	94
CCOC(=O)C(Nc1ccc(OC)cc1)c1ccc(N(CC)CC)cc1 (stereo not drawn)	102	101	65	97	.	94	91	95
NS(=O)(=O)c1ccc(C(=O)N/N=C(\CS(=O)(=O)c2ccccc2)c2cc3cc(Br)ccc3o2)cc1	96	95	82	111	103	77	87	90
C#CCC1(C)NS(=O)(=O)c2ccccc21 (stereo not drawn)	75	.	111	100	97	109	78	93
O=C1C=C(c2ccccc2)C(c2ccccc2)C1O (stereo not drawn)	99	99	97	107	99	102	101	116
O=C(NCc1cccnc1)c1nc(-c2ccc(-n3cccc3)cc2)no1	89	80	74	.	.	72	68	99
COc1cc(-c2nc(-c3ccccc3)[nH]c2-c2ccnc(NCCCNS(=O)(=O)c3cccc(F)c3)n2)ccc1Cl	54	59	44	.	54	65	38	64
O=C(Nc1cccc([N+](=O)[O-])c1)c1cc(=O)c2ccccc2[nH]1	95	116	99	95	84	114	96	91
CCCC/C=C(\C)C(C#N)(CC)C(=O)OC (stereo not drawn)	112	91	95	113	.	.	94	108
COc1ccc(/C=N/NC(=O)c2c(N)nn(C)c2Nc2ccccc2)cc1OCc1ccccc1	99	97	82	96	90	65	92	92
CN(Cc1cnc2nc(N)nc(N)c2n1)c1ccc(C(=O)N[C@@H](CCc2nn[nH]n2)c2nn[nH]n2)cc1	33	56	22	30	86	93	23	69
CSC(=S)N/N=C(\C)c1ccccn1	22	7.4*	-22*	1.9*	4.3*	31	10	-3.2*
Nc1nc(Cl)c2c(ncn2Cc2ccc(CCl)cc2)n1	120	.	78	97	103	55	83	95
COCc1ccc2ccccc2n1	87	95	94	90	95	87	96	98
O=C(Nc1nc2ccc([N+](=O)[O-])cc2s1)Nc1ccccc1Cl	28	23	6.6*	45	34	.	30	12
C=C(C)[C@@H]1CC[C@]2(C(=O)Nc3cccnc3)CC[C@]3(C)[C@H](CC[C@@H]4[C@@](C)(CCC#N)[C@H](C(=C)C)CC[C@]43C)[C@@H]12	99	87	70	82	54	66	81	93
CCOC(=O)/C=C\c1ccc(OC)cc1	101	117	98	112	102	115	104	107
COc1cc(-n2cc(C#N)c(N)c2C(C)=O)cc(OC)c1OC	98	97	95	94	96	94	94	102
CC(=O)c1cc2c(N)c(C(=O)Nc3cccc4cnccc34)sc2nc1C	96	105	83	109	101	100	103	112
Cn1c(=O)[nH]c(Cl)c([N+](=O)[O-])c1=O	94	102	99	107	114	62	99	105
CC(=O)Oc1ccc(O)cc1	113	83	87	98	103	98	92	102
COc1cc(Cn2c(SC)nc3ccccc3c2=O)cc(OC)c1OC	92	100	75	99	.	65	91	98
Cc1c(C(=N)C(C#N)C#N)c(=N)oc2c1ccc1ccccc12	94	61	78	88	27	73	93	111
CC1(C)[C@@H](O)CC[C@]2(C)[C@H]3CC[C@@H]4[C@H]5[C@H](C(=O)/C=C\c6ccc(Br)cc6)CC[C@]5(O)CC[C@@]4(C)[C@]3(C)CC[C@@H]12	86	89	79	91	73	81	66	97
CN(C)c1ccc(/C=N/Nc2nnc3n2N=C(c2ccc(Cl)cc2)CS3)cc1	104	106	99	100	89	95	81	128
CC(C)(CO)NC(=O)c1ccc(C(C)(C)C)cc1	105	95	110	102	109	90	97	112
NC(=O)c1ccsc1NC(=O)CSc1ccc(Br)cc1	86	82	74	99	87	51	83	60
CNc1nc(N)cc(Nc2ccc(Br)cc2)n1	85	89	77	89	50	26	95	101
COc1ccc(/C=N/NC(=O)Cc2csc3nc(-c4ccc(Cl)cc4)cn23)c(OC)c1	98	79	73	99	83	.	81	81

Part of the list above, reformatted:
molecule,HOP-62,UACC-257,UACC-62,M14,EKVX,HOP-92,A549/ATCC,MALME-3M
NC(=O)c1ccsc1NC(=O)CSc1ccc(Br)cc1,86,82,74,99,87,51,83,60
CC(C)(CO)NC(=O)c1ccc(C(C)(C)C)cc1,105,95,110,102,109,90,97,112
Cn1c(=O)[nH]c(Cl)c([N+](=O)[O-])c1=O,94,102,99,107,114,62,99,105
COc1ccc(/C=N/NC(=O)Cc2csc3nc(-c4ccc(Cl)cc4)cn23)c(OC)c1,98,79,73,99,83,.,81,81
COc1cc(-n2cc(C#N)c(N)c2C(C)=O)cc(OC)c1OC,98,97,95,94,96,94,94,102

Carrying on:
SMILES	HOP-62	UACC-257	UACC-62	M14	EKVX	HOP-92	A549/ATCC	MALME-3M
Nc1nnc(-c2c[nH]c3ncc(Br)cc23)c(-c2c[nH]c3ccc(Br)cc23)n1	45	71	24	34	46	28	49	56
CC(=O)c1cccc(NC(=O)c2sc3nc4c(cc3c2N)C(=O)CCC4)c1	98	99	98	100	.	93	93	.
Cc1ccc2c(C(C[N+](=O)[O-])c3ccccc3F)c(-c3ccccc3)[nH]c2c1 (stereo not drawn)	36	47	42	26	56	46	35	46
CC(C)CCNC(=O)Cn1ccc2ncccc2c1=O	102	97	107	118	109	93	93	111
C=CCN(CC=C)S(=O)(=O)c1ccccc1	105	95	109	117	96	74	83	111
O=C1CCC23OC(C(O)c4ccccc4N12)C1C(Br)=NOC13 (stereo not drawn)	97	98	109	104	100	109	100	102
CCC(c1ccc(O)cc1)C(CC)c1ccc(O)c(O)c1 (stereo not drawn)	96	78	81	93	96	89	85	98
Cc1ccc(-n2c(-c3cc4c([nH]c5ccccc54)c(-c4cccc(O)c4)n3)n[nH]c2=S)cc1	-24*	2.4*	-40*	-40*	19	34	2.9*	41
Cc1ccc2oc3nc(C)c(C(=O)NCc4ccccc4)cc3c(=O)c2c1	100	69	26	29	77	.	73	.
CS(=O)(=O)OC1C(COC(=O)c2ccccc2)OC(n2ccc(=O)[nH]c2=O)C1O (stereo not drawn)	111	109	106	111	97	.	98	102
NC(CSSCC(NC(=O)c1ccccc1)C(=O)O)C(=O)O (stereo not drawn)	97&102	109&117	107&109	107&99	.	.	92&108	90&95
Cc1ccc(OCc2ccccc2Cl)cc1	105	96	96	105	98	94	97	108
C[C@H](CCCC(=O)NCC#CCN1CCN(C)CC1)[C@H]1CC[C@H]2[C@@H]3CC[C@@H]4CC(=O)CC[C@]4(C)[C@H]3CC[C@]12C	96	96	98	85	94	74	96	66
Nc1nc(/C=C(/O)c2ccccc2)c2ncn(C3OC(CO)C(O)C3O)c2n1 (stereo not drawn)	94	96	87	101	74	86	96	86
COc1cc(/C=C2/N=C(c3cnccn3)N(c3cccc4cccnc34)C2=O)ccc1O	90	101	90	100	.	84	102	111
CC1=CC(c2cccs2)N2C=C(C)SC2=N1 (stereo not drawn)	105	94	102	105	.	97	98	108
O=C(/C=C\c1ccc(NCc2ccc(C(=O)O)cc2)cc1)CCl	75	86	84	91	.	100	100	89
Clc1c(-c2ccccc2)[nH]c2c1CCc1cnoc1-2	104	105	105	114	105	84	106	.
CCCCCCOC(=O)CCC1CCCCC1	120	108	102	99	103	95	115	112
O=[N+]([O-])c1cnc2ccccc2c1NCc1ccc(O)cc1	91	108	93	101	54	68	99	106
CC(=O)CCn1[nH]c(=O)c2ccccc2c1=O	105	105	100	104	99	97	104	104
Cc1oc(-c2ccc(Cl)cc2)nc1C1=NN(C(=O)c2ccncc2)C(c2ccccc2)C1 (stereo not drawn)	107	103	73	99	96	96	88	101
Nc1cc(=O)nc2cn[nH]n12	109	115	110	106	.	97	105	98
O=C(Cn1cc(CN2CCN(c3ccnc4cc(Cl)ccc34)CC2)nn1)Nc1ccc(F)cc1	91	103	91	109	93	79	94	90
NC(N)=Nc1nc2n[nH]c(N)c2c2nc3ccccc3n12	105	111	98	115	99	116	103	110
O=C(O)CCC(=O)N1CCOCC1	89	97	102	99	100	103	85	99
CC1CCC2(CC1)SCC(=O)N2NC(=O)C1CC1 (stereo not drawn)	107	109	104	98	101	90	107	102
CC(=O)c1cc(N2CCCC2)ccc1NC(=O)c1cccc(OC(F)(F)F)c1	95	91	66	83	93	78	85	116
COc1cc2oc(-c3cccc(NC(=O)[C@H](C)N)c3)cc(=O)c2c(OC)c1OC	111	114	92	110	93	77	100	102
COC(=O)[C@]12C[C@@H]3CCN4C(=O)C(=O)N5[C@@H]([C@H](S1)c1ccccc1[C@@]5(C)O)[C@]342	93	91	97	99	98	94	93	91
CS(=O)(=O)c1ccc(-n2nc(-c3ccc(-c4ccccc4)cc3)c3ccccc3c2=O)cc1	98	109	.	100	.	108	104	.
CN1CCN(c2ccc(Nc3ncc(Cl)c(NC[C@@H]4CCCO4)n3)cc2)CC1	7.3*	45	38	22	39	3.2*	23	27
CCOC(=O)C(Cc1c[nH]c2cc(N)ccc12)(NC(C)=O)C(=O)OCC	106	92	98	98	126	101	91	118
O=[N+]([O-])c1ccc(Cl)cc1Cl	105	96	88	101	116	101	97	112
c1cc2c(c3c1CCCC3)CCCC2	111	94	.	101	.	.	92	.
O=C1/C(=C\c2cn(-c3ccccc3)nc2-c2ccc(Cl)cc2)CCc2ccccc21	106	100	85	100	91	.	103	111

Exported with each value named: four of the compounds above.
COC(=O)[C@]12C[C@@H]3CCN4C(=O)C(=O)N5[C@@H]([C@H](S1)c1ccccc1[C@@]5(C)O)[C@]342
- HOP-62: 93
- UACC-257: 91
- UACC-62: 97
- M14: 99
- EKVX: 98
- HOP-92: 94
- A549/ATCC: 93
- MALME-3M: 91

CCOC(=O)C(Cc1c[nH]c2cc(N)ccc12)(NC(C)=O)C(=O)OCC
- HOP-62: 106
- UACC-257: 92
- UACC-62: 98
- M14: 98
- EKVX: 126
- HOP-92: 101
- A549/ATCC: 91
- MALME-3M: 118

CN1CCN(c2ccc(Nc3ncc(Cl)c(NC[C@@H]4CCCO4)n3)cc2)CC1
- HOP-62: 7.3*
- UACC-257: 45
- UACC-62: 38
- M14: 22
- EKVX: 39
- HOP-92: 3.2*
- A549/ATCC: 23
- MALME-3M: 27

O=C(O)CCC(=O)N1CCOCC1
- HOP-62: 89
- UACC-257: 97
- UACC-62: 102
- M14: 99
- EKVX: 100
- HOP-92: 103
- A549/ATCC: 85
- MALME-3M: 99

(cont.)
SMILES	HOP-62	UACC-257	UACC-62	M14	EKVX	HOP-92	A549/ATCC	MALME-3M
CC(=O)Nc1ccc(C)c(Nc2cc(-c3ccc(-n4cccn4)cc3)[nH]n2)c1	52	64	47	19	75	113	60	74
CCC(O)C(C)C=O (stereo not drawn)	103	94	98	105	.	88	97	.
Cc1ccc([C@@H]2C[C@H](O)Cc3ccccc3N2)s1	.	100	117	125	98	79	104	104
CCCCC(O)Cn1ncc(C(=O)OCC)c1NC(=O)Nc1cccc(F)c1 (stereo not drawn)	90	93	83	99	.	99	92	96
O=C(O)C1=NN(c2ccc(S(=O)(=O)O)cc2)C(=O)C1	103	107	97	101	97	103	102	105
COc1ccc(-c2nc(Cl)c3c(C)nn(-c4ccc(F)cc4)c3n2)cc1	104	92	100	100	111	101	90	115
N#Cc1c(N)cc(=O)n(-c2nc3ccccc3nc2Cl)c1O	106	106	98	102	96	116	106	108
COc1cccc(C2(C)Nc3ccccc3-c3nc4ccccc4n32)c1 (stereo not drawn)	98	110	102	102	.	93	102	108
